# Compound activity as filed in PubChem.
# SUMO1 PPI mod: modulators of SUMO1 protein-protein interactions, primary screen, biochemical, uHTS. Small ubiquitin-related modifier 1 (Homo sapiens), P63165. SUMO1 binding to a labelled peptide, TR-FRET, 1 h. inhibition, % at 20 µM. 360,000 tested, 0.33% active; in the data active means inhibition above about 37%
# Target sequence (P63165 whole entry, looked up): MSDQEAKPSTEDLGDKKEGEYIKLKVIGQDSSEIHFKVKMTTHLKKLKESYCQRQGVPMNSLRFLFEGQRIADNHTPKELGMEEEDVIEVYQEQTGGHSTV
# NadD block: inhibitors of S. aureus NadD, primary screen, biochemical, colorimetric, uHTS; purified NadD enzyme, colorimetric absorbance read-out; inhibition, % at 20 µM; 360,000 tested, 0.78% active; AID 602399, 2012; in the data active means inhibition above about 26%; further: some compounds past the cut are filed as inactive
# LMPTP block: LMPTP phosphatase inhibitors, primary screen, biochemical, fluorescence intensity, uHTS. Low molecular weight phosphotyrosine protein phosphatase (Homo sapiens), P24666. recombinant LMPTP-A, OMFP fluorogenic substrate. inhibition, % at 20 µM. 360,000 tested, 0.22% active;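 active means compounds that cut the enzyme signal by at least half of the control window in the single-dose screen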;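 further: plate controls were DMSO wells with enzyme plus substrate for no effect and substrate without enzyme for full effect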
#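 Test system: LMPTP-A, protein tyrosine phosphatase of low molecular weight; Input: 0.625 nM enzyme; Incubation: 50 min dark incubation at room temperature; Signal: endpoint fluorescence intensity from OMFP dephosphorylation; Read-out basis: % inhibition versus control wells.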
# CSN deneddyl inh: inhibitors of CSN-mediated cullin deneddylation, primary screen, biochemical, fluorescence polarization, uHTS | Purified CSN, SCF-Nedd8-OG deneddylation | 360,000 tested, 0.38% active | AID 651999, 2013 | inhibition, % at 12.5 µM | COP9 signalosome complex subunit 5 (Homo sapiens), Q92905;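 active means pattern-corrected inhibition above about 35%, with an unprinted fluorescence ratio check between 0.5 and 1.5, limit read from the data, passing the limit was not always enough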;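 further: 0% = enzyme with substrate and 100% = substrate without enzyme; some results filed as inactive read as strong as hits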
# Target sequence (Q92905 whole entry, looked up, one chain of several): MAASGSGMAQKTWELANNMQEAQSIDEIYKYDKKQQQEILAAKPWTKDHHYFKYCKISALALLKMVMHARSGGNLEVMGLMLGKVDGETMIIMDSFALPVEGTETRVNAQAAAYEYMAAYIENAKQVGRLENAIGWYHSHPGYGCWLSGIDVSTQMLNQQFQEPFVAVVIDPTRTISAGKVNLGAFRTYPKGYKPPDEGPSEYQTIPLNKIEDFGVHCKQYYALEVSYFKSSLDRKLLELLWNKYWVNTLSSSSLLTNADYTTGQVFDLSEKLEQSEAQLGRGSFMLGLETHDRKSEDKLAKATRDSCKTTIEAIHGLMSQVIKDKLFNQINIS
#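 Material: purified human Csn5 enzyme expressed in HEK293T cells / Medium: Tris buffer pH 7.5, NaCl, DTT, Tween-20, trehalose, ovalbumin / Compound dosing: 12.5 µM single point / Schedule: 90 min incubation of compound, enzyme and substrate at room temperature / Signal: fluorescence polarization of the substrate / Control set: no-enzyme wells high, enzyme-with-substrate wells low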
# Rpn11 inh: Rpn11 (PSMD14) deubiquitinase inhibitors, primary screen, biochemical, fluorescence polarization, uHTS; 26S proteasome non-ATPase regulatory subunit 14 (Homo sapiens), O00487; human 26S proteasome, Ub4-pepOG fluorescence polarization; 20S core pre-blocked with epoxomicin; calls only at 20 µM; 360,000 tested, 0.59% active;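 active means inhibition at 20 µM, scaled to each plate's controls, above about 33%, limit read from the data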
# MLLE-PAM2 inh: inhibitors of PABP1 MLLE–PAM2 peptide binding, primary screen, biochemical, fluorescence polarization, FITC-PAM2, GST-MLLE | inhibition, % at 20 µM | 360,000 tested, 0.36% active | AID 588489, 2011; in the data active means inhibition above about 35%, passing the limit was not always enough;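 further: plate controls were DMSO wells with GST-MLLE for no effect and wells lacking GST-MLLE protein for full effect; some results filed as inactive read as strong as hits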
# TbMetRS inhib: T. brucei MetRS inhibitors, primary screen, biochemical, luminescence | methionyl-tRNA synthetase (Trypanosoma brucei brucei) | purified T. brucei MetRS, ATP depletion, Kinase-Glo luminescence | 360,000 tested, 0.4% active | AID 624268, 2012 | inhibition, % at 11.9 µM;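 active means inhibition above a per-plate cutoff of the control wells' mean inhibition plus 3 SD, cut at about 5.5% in these data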;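 further: 0% = DMSO wells median and 100% = median of wells with control inhibitor compound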
#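 Test system – parasite MetRS enzyme · Reagent – substrates ATP, L-methionine and bulk Escherichia coli tRNA · Doses – 11.9 µM compound single dose, 0.9% DMSO · Times – 15 min enzyme-compound preincubation, 2 h reaction, 10 min detection, 25 °C · Signal – Kinase-Glo luminescence, ATP depletion format · Controls – DMSO-only wells as low control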
# Scp-1 inhibitor: Scp-1 phosphatase inhibitors, primary screen, biochemical, colorimetric, uHTS. 340,000 tested, 0.88% active. AID 493091, 2011. Recombinant Scp1, phosphopeptide, malachite green phosphate absorbance. inhibition, % at 20 µM. Carboxy-terminal domain RNA polymerase II polypeptide A small phosphatase 1 (Homo …;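 active means inhibition above about 50% at 20 µM, limit read from the data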;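 further: plate controls were DMSO wells with enzyme for no effect and wells lacking enzyme for full effect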
#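 Test system – truncated SCP-1 phosphatase (76-261aa) · Reagent – Phosphorylated 17-residue peptide substrate · Incubation – 45 min room-temperature reaction, 5 min colour, 30 min stabiliser · Detection – colorimetric phosphate reagent with accelerator and stabiliser, absorbance at 630 nm · Measure – % inhibition at 20 µM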
# DNMT1 inh: human DNMT1 methyltransferase inhibitors, primary screen, biochemical, molecular beacon, fluorescence, HinP1I cleavage, uHTS; inhibition (reported as % activation of signal), % at 10 µM; 360,000 tested, 0.83% active; in the data active means inhibition above about 50%
# STEP inh: STEP phosphatase inhibitors, primary screen, biochemical, fluorescence intensity, uHTS. recombinant STEP, OMFP fluorogenic substrate. inhibition, % at 20 µM. 360,000 tested, 0.25% active. AID 588621, 2011;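 active means inhibition at 20 µM, scaled per plate between control wells, above about 37%, limit read from the data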;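 further: 0% = DMSO with enzyme and substrate and 100% = substrate only without enzyme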
# Target sequence (P54829 whole entry, looked up): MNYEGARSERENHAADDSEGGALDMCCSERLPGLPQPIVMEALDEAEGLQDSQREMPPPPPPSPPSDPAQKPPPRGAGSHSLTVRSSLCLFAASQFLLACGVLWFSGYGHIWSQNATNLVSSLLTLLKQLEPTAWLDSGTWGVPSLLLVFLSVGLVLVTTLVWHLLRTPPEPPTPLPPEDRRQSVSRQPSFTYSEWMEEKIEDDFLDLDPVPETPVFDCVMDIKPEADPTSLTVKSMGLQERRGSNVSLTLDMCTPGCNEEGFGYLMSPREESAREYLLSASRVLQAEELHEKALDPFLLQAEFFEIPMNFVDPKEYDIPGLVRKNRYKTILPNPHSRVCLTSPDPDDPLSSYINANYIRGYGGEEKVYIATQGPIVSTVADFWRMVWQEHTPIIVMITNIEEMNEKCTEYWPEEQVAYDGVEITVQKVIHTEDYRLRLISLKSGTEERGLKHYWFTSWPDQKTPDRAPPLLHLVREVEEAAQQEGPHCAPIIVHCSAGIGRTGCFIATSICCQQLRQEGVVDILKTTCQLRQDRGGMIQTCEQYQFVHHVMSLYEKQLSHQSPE
#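 Also added – OMFP at 25 µM · Test system – STEP tyrosine phosphatase · Technique – FITC-channel fluorescence of OMFP product · Schedule – 20 min at room temperature, dark · Evaluation – control-normalized % inhibition with plate pattern correction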
# * = called active by the depositor; i = inactive; / = no result given; + = active, no number.
no.	molecule	STEP inh	CSN deneddyl inh	NadD block	DNMT1 inh	SUMO1 PPI mod	Scp-1 inhibitor	MLLE-PAM2 inh	LMPTP block	Rpn11 inh	TbMetRS inhib
1	N#Cc1c(NC(=O)C2CC(c3ccccc3Cl)=NO2)sc2c1CCC2 (stereo not drawn)	0	1	-6	-5	29	-7	12	1.3	i	-0.9
2	Cc1cccc(NC(=S)NCCN2CCOCC2)c1	3	-1	-2	0	1	-10	-1	-6.3	i	-0.8
3	CCN(C(=O)COn1nnc2ccc(S(=O)(=O)N(C)C)cc21)C1CCS(=O)(=O)C1 (stereo not drawn)	-2	3	7	5	1	-8	-3	-1.1	i	0.0
4	C=CCn1c(SCC(=O)Nc2ccc(-c3nc4ccc(C)cc4s3)cc2)nnc1-c1ccncc1	-2	-11	7	-6	9	18	-86	0.4	+	-0.4
5	COc1cccc(C2C3=C(CC(C)(C)CC3=O)Nc3n[nH]c(C)c32)c1 (stereo not drawn)	-3	0	-11	1	5	-24	-8	0.0	i	0.1
6	O=C1CCCN1CC(=O)N1CCCC(Nc2cccc(F)c2)C1 (stereo not drawn)	-3	1	-23	1	-1	-5	5	-1.3	i	-0.2
7	Cc1cc(N2CCC(C)CC2)n2ncc(-c3ccccc3)c2n1	3	-5	7	1	2	3	0	2.3	i	0.0
8	CC1=NN(c2nc(-c3ccc(C)cc3)cs2)C(=O)C1N=Nc1ccc(C(N)=O)cc1 (stereo not drawn)	0	-2	8	-23	0	-9	-25	1.1	i	0.1
9	CC(C)Nc1nc(-c2ccncc2)nc(-c2ccc(Cl)cc2)c1C#N	-3	-9	-6	11	11	-3	0	3.3	i	0.3
10	Cc1noc(C)c1C(=O)N1CCN(c2ccc(OCc3ccccc3)cc2)CC1	-4	-2	1	0	8	3	4	0.4	i	-0.2
11	CN(c1ccccc1)S(=O)(=O)c1cccc(NC(=O)CCNC(=O)c2ccc(Cl)cc2)c1	-5	0	-6	-10	0	-10	9	2.1	i	-0.2
12	CC#CC[N+](C)(C)CC(=O)c1ccccc1	-4	2	0	-1	2	1	-4	-0.3	i	-0.1
13	COc1cc(CN(C)C(=O)C2CCN(S(=O)(=O)c3cccs3)CC2)ccc1OC(F)F	-1	0	-13	-4	3	-1	3	-1.1	i	-0.5
14	COc1ccc(N2CCC(CNC(=O)Nc3cccc(OC)c3)C2)cc1 (stereo not drawn)	-1	-5	6	-17	-4	-6	-11	-0.1	i	-0.1
15	Cc1n[nH]c(=O)nc1NCC1CCCO1 (stereo not drawn)	-2	2	-3	2	2	0	24	-3.4	i	-0.4
16	COCCN(C(=O)CSc1ccc2c(c1)OCCO2)c1c(N)n(CC(C)C)c(=O)[nH]c1=O	-1	-1	-4	0	-5	-4	42*	2.5	i	0.4
17	Cc1cccc(C(=O)OCC(=O)Nc2sccc2C(N)=O)c1C	-2	-3	6	7	0	/	-11	-0.1	i	-0.2
18	COC(=O)c1c(C)[nH]c(C(=O)C(C)Sc2nnc(-c3cc(OC)c(OC)c(OC)c3)o2)c1C (stereo not drawn)	1	1	5	-3	2	-5	-56	-0.3	i	-0.5
19	O=C1C(C2=NC(c3ccccn3)C3C(=O)N(c4ccccc4)C(=O)C23)=C(O)c2ccccc21 (stereo not drawn)	1	7	-3	0	-13	-13	-2	-2.0	i	0.3
20	CC(C)C[C@H]1CNC(=S)N1C[C@H]1CCCN1C[C@H](CC(C)C)N1C[C@H](Cc2ccccc2)N(CCc2ccccc2)C1=S	13	110*	9	-1	8	/	-6	4.5	i	-0.1
21	Cc1cc(C(=O)CN2C(=O)C(=O)N(CC(C)C)C2=O)c(C)n1-c1ccccc1F	0	-4	4	1	1	0	-12	0.9	i	-0.6
22	O=C(CCCC(=O)N(CC(=O)NC1CCCCC1)c1ccccc1F)Nc1ccccn1	-2	-6	-5	3	2	-1	1	0.1	i	-0.2
23	CCOC(=O)c1ccc(NC(=S)N(CCCN2CCCC2)Cc2cccs2)cc1	-1	-6	-3	0	6	1	-46	-1.3	i	-1.0
24	COc1ccc(Cl)cc1NC(=O)CCCN1C(=O)CCC1=O	10	1	-4	-10	3	-4	3	-1.1	i	-0.6
25	Cc1ccc(N2C(=O)N(CC(=O)N3CCc4ccccc43)C(=O)C2C)cc1 (stereo not drawn)	-1	4	-8	3	-4	/	-11	-2.9	i	0.8
26	COc1ccc(S(=O)(=O)N2CCN(CC(=O)NC3CCCC3)CC2)cc1	-4	3	-4	1	0	-2	2	-2.1	i	-0.5
27	O=C1N(Cc2ccccc2)c2ccc(Br)cc2[C@]12C[C@H](O)CO2	/	-3	/	/	6	/	/	-0.7	/	-0.1
28	Cc1cccc(OCCSCc2nc3ccccc3[nH]2)c1	-2	-4	4	0	2	-2	2	-0.4	i	8.7*
29	Cc1cc(OCC(=O)NCc2cccnc2)c2c(C)c(Cc3ccccc3)c(=O)oc2c1	1	-2	-2	-1	-10	-11	-8	2.7	i	-0.2
30	COc1ccccc1NC(=O)Nc1cc(NC(=O)Nc2ccccc2OC)c(C)nc1C	0	-6	-3	9	1	-5	9	-0.2	i	-0.4
31	O=C(COCc1nc2ccccc2c(=O)[nH]1)NCC1CCCCC1	0	2	0	2	-1	7	-8	-0.6	i	3.0
32	CCC(C)C(NC(N)=O)C(=O)Nc1ccc(C(=O)OC)cc1 (stereo not drawn)	0	4	-3	2	4	-7	14	-0.2	i	0.1
33	COc1cccc(CNCc2ccc(C(=O)O)cc2)c1OC	-3	-15	-4	3	-3	-5	-8	0.7	i	-0.8
34	CCN1CCN(c2ccc(S(=O)(=O)N3CCCCC3)cc2NC(=O)COc2ccc(Cl)cc2)CC1	4	5	5	-15	-2	13	-103	0.2	i	-0.3
35	O=C(O)C(=O)/C(=C\c1ccccc1)c1ccc2ccccc2n1	2	2	3	1	-19	3	29	0.7	i	-0.2
36	COc1ccc(C(C)C)cc1S(=O)(=O)Nc1ccc(Cl)cn1	-1	-5	0	0	6	3	0	-0.4	i	0.1
37	Cc1ccc(C(c2c(C)nn(-c3ccccc3)c2N)c2c(C)nn(-c3ccccc3)c2N)cc1	2	-2	-2	-9	3	-4	-3	-0.1	i	-1.1
38	COc1cccc(CNC(=O)CCNS(=O)(=O)c2ccc3c(c2)oc(=O)n3C)c1	-2	2	-2	1	2	16	0	0.1	i	-0.9
39	CCOC(=O)C1(Cc2ccccc2)CCCN(C(=O)c2cnn(CC)c2)C1 (stereo not drawn)	0	4	-11	2	3	-9	0	-1.1	i	0.3
40	COc1ccc2[nH]c3c(c2c1)CCN1C(=O)C(CC(=O)NCCCN(C)C)C[C@H](C(=O)N(C(C)C)C(C)C)[C@@]31C (stereo partly drawn)	1	-6	-8	1	-2	4	-1	-7.8	i	0.7

# Look-ups from the entries so far:
# Value of entry 20 in DNMT1 inh: -1
# Value of entry 12 in TbMetRS inhib: -0.1
# Value of entry 21 in LMPTP block: 0.9

# Later entries
no.	molecule	STEP inh	CSN deneddyl inh	NadD block	DNMT1 inh	SUMO1 PPI mod	Scp-1 inhibitor	MLLE-PAM2 inh	LMPTP block	Rpn11 inh	TbMetRS inhib
41	Cc1ccc(C(=O)N/C(=C/c2ccc(F)cc2)C(=O)NCc2ccncc2)cc1	-2	5	5	1	3	-2	-11	-1.3	i	-1.0
42	Cc1cc(Br)cn2c(CC(C)(C)C)c(-c3cccc(Cl)c3)nc12	3	-1	5	6	1	/	7	2.2	i	-0.6
43	C=C(C)C(O)CC/C(C)=C/Cc1c(O)ccc(C(=O)/C=C/c2ccc(O)cc2)c1O (stereo not drawn)	-6	8	-1	-37	6	-4	-23	2.7	i	-2.4
44	COc1ccc(CCN2CCCC(CN(C)Cc3cc(OC)ccc3OC)C2)cc1 (stereo not drawn)	0	-1	-5	0	-2	-7	-1	0.5	i	-0.2
45	CCOC(=O)Cc1nnc(Nc2ccc(C)cc2C)c2ccccc12	-4	5	-5	4	-2	-14	8	-1.6	i	-0.2
46	CC(C)C12CN3CC(C(C)C)(CN(C1)C3c1ccccc1)C2O (stereo not drawn)	-2	-2	0	2	8	2	4	-0.6	i	-2.0
47	O=C(OCC(=O)N1CCCCC1)c1c[nH]c(=O)[nH]c1=O	-3	-2	-1	2	-3	-5	-3	2.0	i	-0.3
48	OCCC1CN(Cc2cccn2-c2ncccn2)CCN1C1CCCC1 (stereo not drawn)	0	-4	-7	-3	-1	-3	4	-2.3	i	-0.9
49	COCCNc1nnc(SCC(=O)N(C)c2c(N)n(Cc3ccccc3)c(=O)[nH]c2=O)s1	1	-2	4	2	-2	-10	-2	-0.9	i	-0.5
50	COc1ccc(C2C(C(=O)Nc3ccccc3OC)=C(C)Nc3nnnn32)c(OC)c1 (stereo not drawn)	4	-1	0	0	3	-2	2	-3.0	i	-0.6
51	Cc1ccc(-c2noc(-c3ccccc3C(=O)N3CCOCC3)n2)cc1	-2	1	3	-4	-2	-4	-6	-2.8	i	-1.0
52	O=C1CC(c2ccccc2)Sc2ccccc2N1 (stereo not drawn)	2	-2	4	-4	1	-7	10	0.8	i	-0.8
53	CCS(=O)(=O)c1ccc(C(=O)Nc2ccccc2)c(Cl)c1Cl	-2	-2	-4	2	0	-7	1	-1.4	i	-2.1
54	Cc1cccc(NC(=O)c2cccc(S(=O)(=O)NCc3ccccc3)c2)n1	0	-2	-3	2	0	-2	6	0.7	i	0.4

# Random excerpt: two records from the list
no.	molecule	STEP inh	CSN deneddyl inh	NadD block	DNMT1 inh	SUMO1 PPI mod	Scp-1 inhibitor	MLLE-PAM2 inh	LMPTP block	Rpn11 inh	TbMetRS inhib
42	Cc1cc(Br)cn2c(CC(C)(C)C)c(-c3cccc(Cl)c3)nc12	3	-1	5	6	1	/	7	2.2	i	-0.6
44	COc1ccc(CCN2CCCC(CN(C)Cc3cc(OC)ccc3OC)C2)cc1 (stereo not drawn)	0	-1	-5	0	-2	-7	-1	0.5	i	-0.2
